NALP1 inh – NALP1 inflammasome inhibitors in reconstituted yeast, colorimetric, S. cerevisiae, triplicate retest. S. cerevisiae NALP1/ASC/caspase-1 growth, X-gal OD620, 72 h. inhibition, % at 10 µM. actives 0.61% (n = 280,000). AID 2071, 2009; in the data active means inhibition mostly above about 24%, no sharp cut-off; inactive means mostly below about 32%; further: some compounds called inactive have numbers as strong as hits
HCV NS3 hel inh – inhibitors of HCV NS3 helicase, primary screen, biochemical, Cy5 molecular beacon fluorescence. Hepatitis C virus NS3 helicase. NS3 helicase DNA unwinding. inhibition, % at 10.9 µM. actives 0.56% (n = 290,000);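 active means inhibition above the mean of all tested compounds plus 3 SD, set per campaign, cut at about 35% in these data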;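 further: 0% = DMSO wells and 100% = thioflavine S control wells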
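Assay system – hepatitis C virus NS3 helicase domain fragment enzyme · Buffer or medium – MOPS pH 6.5, MgCl2, DTT, Tween20, BSA · Reagent – Cy5/quencher beacon DNA duplex and ATP to start · Compound – single 10.9 µM dose · Timing – 1 h at 25 °C · Technique – Cy5 beacon fluorescence read at start and 1 h · Measure – % inhibition of unwinding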
MEKK2 mut-MEK5 – MEK5 binding signal on mutant MEKK2 PB1, primary screen, biochemical, multiplex bead flow cytometry, Alexa488-MEK5. Alexa488-MEK5 binding to MEKK2 mutant. percent response, % at 10 µM. actives 0.35% (n = 290,000). AID 1530, 2009; in the data active means percent response above about 24%, passing the limit was not always enough; further: inactives centre near 1; some results filed as inactive read as strong as hits; reference of the scale not given here
IMP-1 inhibitor – IMP-1 metallo-beta-lactamase inhibitors, primary screen, biochemical, epi-absorbance readout, Pseudomonas aeruginosa enzyme. purified IMP-1, nitrocefin hydrolysis, epi-absorbance fluorescence. inhibition, % at 5.6 µM. actives 0.45% (n = 290,000). AID 1556, 2009;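 active means inhibition above the mean plus 3 SD of all compounds in the same screening run, cut at about 4.5% in these data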;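 further: 0% = IMP-1 with DMSO and 100% = DMSO wells lacking enzyme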
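system = purified recombinant IMP-1 beta-lactamase | amount = 0.2 nM IMP-1, as dispensed | medium = HEPES buffer pH 7.1 with ZnSO4 and Brij 35 | times = 25 °C, 15 min preincubation, 25 min reaction | detection = plate fluorescence quenching by hydrolysis product, ex 480/em 530 nm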
VIM-2 inh – VIM-2 metallo-beta-lactamase inhibitors, primary screen, biochemical, epi-absorbance readout, Pseudomonas aeruginosa enzyme; purified VIM-2, nitrocefin hydrolysis, epi-absorbance fluorescence; actives 0.89% (n = 290,000); inhibition, % at 5.6 µM;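 active means inhibition above the mean of all tested compounds plus 3 SD, cutoff set per screening run, cut at about 7.5% in these data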;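 further: red hydrolysis product quenches plate fluorescence so inhibitors raise well fluorescence; 0% = enzyme with DMSO and 100% = DMSO without enzyme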
MEKK2 WT-MEK5 – modulators of MEK5 binding to wildtype MEKK2, primary screen, biochemical, multiplex bead flow cytometry, Alexa488-MEK5. Mitogen-activated protein kinase kinase kinase 2 (Homo sapiens), Q9Y2U5. Alexa488-MEK5 binding to MEKK2 WT; actives lie on both sides. binding response (% of control), % at 10 µM. actives 1.1% (n = 290,000); in the data active means binding response below about 67% or above about 130%
UBC9 SUMO inh – inhibitors of in vitro SUMOylation cascade, primary screen, biochemical, HTRF, uHTS. SUMO-conjugating enzyme UBC9 (Homo sapiens), P63279. HTRF SUMOylation assay, SAE1/SAE2 + UBC9. inhibition, % at 35 µM. actives 0.36% (n = 290,000). AID 2006, 2009; in the data active means inhibition above about 50%, passing the limit was not always enough; further: strong numbers were not always called active
Target sequence (P63279 whole entry, looked up): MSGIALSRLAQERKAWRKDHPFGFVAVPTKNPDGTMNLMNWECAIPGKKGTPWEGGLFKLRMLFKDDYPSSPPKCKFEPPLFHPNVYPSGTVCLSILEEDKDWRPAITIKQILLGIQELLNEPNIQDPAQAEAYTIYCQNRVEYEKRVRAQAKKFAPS
DNA FID counter – compounds displacing fluorescent DNA intercalator, primary screen, artefact control for HCV NS3 helicase inhibitor project, biochemical, FID fluorescence; DNA fluorescent intercalator displacement; inhibition, % at 7.9 µM; actives 0.17% (n = 290,000); in the data active means inhibition above about 37%;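 further: 0% = vehicle and 100% = reference compound; higher means more ethidium bromide displaced from hairpin DNA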
M18AAP inhibitor – PfM18AAP inhibitors, malaria aminopeptidase, primary screen, biochemical, QFRET, recombinant enzyme; actives 1.2% (n = 290,000); M18 aspartyl aminopeptidase (Plasmodium falciparum 3D7); H-Glu-NHMec fluorogenic cleavage; inhibition, % at 7.35 µM; AID 1822, 2009;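 active means inhibition above the campaign mean inhibition over all tested compounds plus 3 SD, cut at about 28% in these data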;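 further: 0% = plate median of test compound wells and 100% = 2 mM ZnCl2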
Active calls of the source: *; / = no result given.

# | Molecule | NALP1 inh | HCV NS3 hel inh | MEKK2 mut-MEK5 | IMP-1 inhibitor | VIM-2 inh | MEKK2 WT-MEK5 | UBC9 SUMO inh | DNA FID counter | M18AAP inhibitor
1 | CCCCN(CC(=O)NCCOC)C(=O)Cn1nnc2ccccc21 | -1 | -11 | -7 | -2.0 | -1.4 | 96 | 15 | 1 | 3
2 | COc1ccc(N(CC(=O)N/N=C/c2cccs2)S(=O)(=O)c2ccc(OC)c(OC)c2)cc1 | 7 | -5 | 1 | -0.9 | 0.9 | 97 | 28 | -23 | -1
3 | O=C(O)CC/C(=N\NC(=O)CNC(=O)/C=C/c1ccccc1)c1ccccc1 | / | -16 | 0 | -1.7 | -0.4 | 104 | 12 | -20 | -5
4 | CCCCCOc1ccc(C(=O)NCC(=O)NCC(=O)OCC)cc1 | 2 | -1 | 1 | 2.5 | -2.8 | 102 | 22 | -21 | -2
5 | CC(C)Cn1c(=O)c2ccccc2c2ccccc2c1=O | 37 | -4 | 7 | 1.1 | 1.5 | 101 | 20 | -1 | -12
6 | Cc1cc(C)c(C#N)c(SCS(=O)c2ccc(C(C)(C)C)cc2)n1 (stereo not drawn) | 2 | -8 | 1 | -1.8 | -0.7 | 97 | 6 | -7 | -8
7 | Cc1cc(C(=O)COC(=O)c2ccco2)c(C)n1Cc1ccco1 | 14 | 0 | -8 | -0.9 | -1.0 | 90 | 4 | -28 | -10
8 | CCn1c(N)c(C(=O)NC)sc1=S | 5 | 4 | 8 | -2.9 | -2.1 | 108 | -4 | -2 | 50*
9 | CC(=O)NC(CC(=O)N1CCCC1)c1ccccc1 (stereo not drawn) | 8 | 7 | 3 | 0.6 | 0.3 | 103 | -2 | -3 | -2
10 | CCCOc1ccc(CN(CCC#N)C(=S)NC(=O)c2ccccc2)cc1 | -11 | -15 | -2 | -2.7 | -2.7 | 96 | 16 | -23 | 2
11 | COc1cc(NC(=O)CSc2ccccc2)c(C(=O)O)cc1OC | 26 | -2 | 11 | -3.1 | -2.9 | 119 | -4 | -12 | 2
12 | CC1(C)OC(=O)C(=CNc2ccccc2)C(=O)O1 | 32 | 2 | -2 | -2.5 | -2.4 | 105 | 21 | 4 | 0
13 | Cn1c(=O)c2c(nc(SCC(=O)NCc3ccc4c(c3)OCO4)n2Cc2ccc(Cl)cc2)n(C)c1=O | 4 | -1 | 2 | -0.7 | -3.0 | 106 | 6 | -6 | 8
14 | CCc1cc2c(=O)nc3n(c2s1)Cc1ccccc1/C3=C(/O)c1cccc([N+](=O)[O-])c1 | -9 | 4 | 2 | -2.3 | -0.9 | 103 | 68 | -1 | -4
15 | CC(=O)N1CCN(c2ccc(C(N)=O)cc2[N+](=O)[O-])CC1 | 32* | 3 | -2 | -2.8 | -2.4 | 99 | 5 | 3 | -2
16 | COc1ccc(N2C(=O)C3C4C=CC(C4)C3C2=O)c(OC)c1 (stereo not drawn) | 5 | -3 | 6 | 0.9 | 0.1 | 110 | -4 | -1 | -9
17 | CCOc1cc(Br)c(COc2ccc(C)nc2[N+](=O)[O-])cc1OCC | -22 | -17 | -1 | -4.6 | 0.5 | 102 | -15 | -24 | 1
18 | COc1ccc(OC)c(N2C(=O)CCCC2=O)c1 | -4 | 0 | 3 | -0.1 | -1.6 | 103 | 14 | 1 | -2
19 | Cc1c(N=C2N=C(NC(=O)NC(C)(C)C)c3ccccc32)c(=O)n(-c2ccccc2)n1C | 18 | 58* | -8 | -0.6 | -4.0 | 91 | 16 | 1 | -8
20 | O=C(N/N=C/c1ccc(Br)cc1)c1ccc(F)cc1 | 27 | -5 | -1 | -2.8 | -3.0 | 93 | 14 | -5 | -1
21 | O=C(Nc1ccc(NC(=O)c2cccs2)cc1)c1ccc2c(c1)OCO2 | / | -2 | 2 | -2.9 | -1.8 | 106 | 28 | -2 | -5
22 | Cc1noc(C)c1COc1ccc(C(=O)NCc2ccccn2)cc1 | 3 | -2 | -7 | -2.3 | 1.1 | 94 | 4 | -7 | 4
23 | Cc1cc(Cl)ccc1OC(C)C(=O)NN1C(=O)c2ccccc2C1=O (stereo not drawn) | 5 | 5 | -5 | -0.4 | -1.0 | 93 | 7 | -3 | 8
24 | CCN(CC)CCN1C(=O)C(=O)/C(=C(/O)c2ccc(C)cc2)C1c1ccncc1 (stereo not drawn) | 24 | 4 | 2 | -1.9 | -5.4 | 98 | 8 | -1 | -6

Entries of single compounds as entered above. Values in the order: NALP1 inh, HCV NS3 hel inh, MEKK2 mut-MEK5, IMP-1 inhibitor, VIM-2 inh, MEKK2 WT-MEK5, UBC9 SUMO inh, DNA FID counter, M18AAP inhibitor
`Cc1c(N=C2N=C(NC(=O)NC(C)(C)C)c3ccccc32)c(=O)n(-c2ccccc2)n1C` is entered as 18, 58*, -8, -0.6, -4.0, 91, 16, 1, -8
`CCCCCOc1ccc(C(=O)NCC(=O)NCC(=O)OCC)cc1` is entered as 2, -1, 1, 2.5, -2.8, 102, 22, -21, -2
`Cc1cc(C(=O)COC(=O)c2ccco2)c(C)n1Cc1ccco1` is entered as 14, 0, -8, -0.9, -1.0, 90, 4, -28, -10

Next section
# | Molecule | NALP1 inh | HCV NS3 hel inh | MEKK2 mut-MEK5 | IMP-1 inhibitor | VIM-2 inh | MEKK2 WT-MEK5 | UBC9 SUMO inh | DNA FID counter | M18AAP inhibitor
25 | CN(Cc1ccccc1)C(=O)c1cc2cc(F)ccc2[nH]1 | 4 | -4 | 5 | -3.0 | -3.2 | 107 | 1 | -18 | 9
26 | O=C(Cc1cc(=O)oc2cc(O)ccc12)N[C@@H](Cc1c[nH]c2ccccc12)C(=O)O | 6 | 17 | 3 | -2.9 | -2.1 | 105 | 8 | -6 | 10
27 | CCOC(=O)C1=C(COC(=O)Cc2ccccc2)NC(=O)NC1C (stereo not drawn) | 11 | 4 | 7 | -2.8 | 0.2 | 104 | 10 | -24 | 4
28 | O=C(Nc1ccc(F)cc1)C1(S(=O)(=O)c2ccc(Cl)cc2)CC1 | 18 | 3 | 4 | -2.7 | -2.5 | 99 | 8 | -13 | 5
29 | CC1CC(C)CN(c2ncc3c(n2)CC(c2ccccc2)CC3=O)C1 (stereo not drawn) | 1 | 1 | 6 | -3.5 | -0.9 | 102 | -13 | -2 | -3
30 | CCc1ccc(-c2csc(NC(=O)C3CCCO3)c2C(=O)OC(C)C)cc1 (stereo not drawn) | -5 | 4 | 6 | -0.9 | -1.8 | 109 | -14 | -12 | 6
31 | COc1ccc(-n2c(SCC#N)nc3c(sc(=S)n3-c3ccccc3)c2=O)c(OC)c1 | -30 | -18 | -2 | -2.8 | -1.9 | 96 | 2 | -23 | 35*
32 | CCOc1ccc(N(Cc2nnc3n2CCCCC3)C(=O)Nc2cccc(C)c2)cc1 | -15 | 7 | -1 | -3.1 | -2.1 | 95 | 0 | -27 | 1
33 | NS(=O)(=O)c1ccc(Nc2nc(-c3cccc([N+](=O)[O-])c3)cs2)cc1 | 6 | 0 | -3 | -1.8 | -0.9 | 102 | 17 | 18 | -1
34 | CCCCCCCCCn1ccc(=N)cc1 | -4 | -28 | 31 | -3.3 | -4.5 | 140* | 2 | 11 | 2
35 | COC(=O)c1ccc2ncccc2c1 | 3 | 3 | -2 | -5.0 | -4.7 | 104 | 11 | -1 | 5
36 | CCOc1ccccc1C(=O)NCc1ccc2c(c1)OCO2 | 14 | -3 | 4 | -3.0 | 0.0 | 110 | 6 | -14 | 3
37 | O=C(O)CC(C(=O)OCCOc1ccccc1)N1CCOCC1 (stereo not drawn) | -14 | -4 | / | -3.6 | -3.8 | / | 4 | -4 | 3
38 | Cc1cc([N+](=O)[O-])ccc1NC(=O)CN1C2CCC1CC(NC(=O)NC13CC4CC(CC(C4)C1)C3)C2 (stereo not drawn) | 2 | 0 | -9 | -1.6 | -2.8 | 92 | -28 | 15 | 0
39 | CCCn1c(C(C)Nc2nc(-c3ccc(Cl)c([N+](=O)[O-])c3)cs2)nc2ccccc21 (stereo not drawn) | 7 | -3 | -1 | -2.8 | -1.2 | 108 | 12 | -15 | 20
40 | Nc1c(-c2nn[nH]n2)cnn1-c1cc(Cl)cc(Cl)c1 | / | -1 | -13 | -3.3 | -1.2 | 96 | 20 | 1 | -4
41 | COc1ccc(C(CNC(=O)COc2ccc(Cl)c(C)c2)N2CCCCC2)cc1 (stereo not drawn) | 17 | -21 | 5 | -1.0 | -2.9 | 113 | -6 | 19 | -2
42 | Cc1ccc(C(=O)NC(=S)N2CCN(C)CC2)cc1 | 9 | 0 | / | 1.3 | 1.9 | / | 6 | 2 | -18
43 | COc1ccc(NC(=O)C2CCCN(S(C)(=O)=O)C2)cc1Cl (stereo not drawn) | -28 | -18 | 0 | 0.2 | 1.8 | 104 | -3 | -1 | 1
44 | COc1cccc(NC(=O)c2cc3cccc(OC)c3o/c2=N\O)c1 | 4 | 11 | 1 | -2.9 | -0.5 | 96 | 5 | -12 | 51*
45 | N#Cc1cn(CCOc2ccc(F)cc2)c2ccccc12 | -15 | -10 | 2 | -4.0 | -0.8 | 108 | -35 | -5 | 0
46 | CCCc1cc(=O)n(-c2nc3ccccc3s2)[nH]1 | -3 | 7 | -7 | -1.8 | -2.1 | 94 | 28 | -9 | 4
47 | O=C(COC(=O)Cc1ccsc1)Nc1ccc(S(=O)(=O)N2CCOCC2)cc1 | 33 | 0 | 11 | -2.3 | -3.9 | 112 | -14 | 0 | -3
48 | O=C(c1cc2c(ccc3ccccc32)o1)N1CCCCC1 | 10 | 0 | -8 | -0.8 | 0.2 | 93 | 4 | -38 | -1
49 | CCOc1ccc(NC(=O)CNC(=O)c2ccc(OC)cc2)cc1 | -3 | -16 | 3 | -1.1 | -1.1 | 103 | -2 | -6 | -2
50 | Cc1ccc(NC(=O)Cn2c([N+](=O)[O-])cnc2C)cc1Cl | -8 | 5 | 1 | -0.8 | -3.2 | 103 | 2 | 4 | -3
51 | CCOc1ccccc1N1CCN(C2=C(NS(=O)(=O)c3cccs3)C(=O)c3ccccc3C2=O)CC1 | 24 | 6 | -8 | -3.7 | 0.3 | 90 | 34 | -11 | 7
52 | CC1(O)N(CCC(=O)Nc2cccc(F)c2)C(=O)OC12CCCCC2 (stereo not drawn) | -11 | 0 | 1 | -2.3 | 0.7 | 101 | -12 | -5 | -8
53 | CCOC(=O)C1CCN(C(=O)c2ccc(Oc3cc(Cl)cc(Cl)c3)o2)CC1 | / | -1 | 6 | -1.8 | -3.1 | 100 | -4 | -35 | 1
54 | CC(OCC(O)CN(C)CCOc1ccccc1)c1ccc(Cl)cc1 (stereo not drawn) | 19 | -34 | 5 | 0.0 | -2.2 | 112 | 10 | 29 | -2
55 | O=C(O)CCCN=CC1=C(O)C(C(=O)c2ccccc2)CCC1=O (stereo not drawn) | 0 | 5 | 1 | -6.1 | -3.4 | 100 | 4 | -3 | 2

Screening data (PubChem BioAssay)
